STK33 kinase inh: inhibitors of purified STK33 kinase, primary screen, biochemical, ADP-Glo luminescence, homogeneous, cell-free; MBP phosphorylation; AID 2661, 2010; Serine/threonine-protein kinase 33 (Homo sapiens), Q9BYT3; inhibition, % at 10 µM; hit rate 0.073% among 320,000;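 active = inhibition at or above 25%, using the most active replicate where run in duplicate; inactive = inhibition below 25%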
Target sequence (Q9BYT3 whole entry, looked up): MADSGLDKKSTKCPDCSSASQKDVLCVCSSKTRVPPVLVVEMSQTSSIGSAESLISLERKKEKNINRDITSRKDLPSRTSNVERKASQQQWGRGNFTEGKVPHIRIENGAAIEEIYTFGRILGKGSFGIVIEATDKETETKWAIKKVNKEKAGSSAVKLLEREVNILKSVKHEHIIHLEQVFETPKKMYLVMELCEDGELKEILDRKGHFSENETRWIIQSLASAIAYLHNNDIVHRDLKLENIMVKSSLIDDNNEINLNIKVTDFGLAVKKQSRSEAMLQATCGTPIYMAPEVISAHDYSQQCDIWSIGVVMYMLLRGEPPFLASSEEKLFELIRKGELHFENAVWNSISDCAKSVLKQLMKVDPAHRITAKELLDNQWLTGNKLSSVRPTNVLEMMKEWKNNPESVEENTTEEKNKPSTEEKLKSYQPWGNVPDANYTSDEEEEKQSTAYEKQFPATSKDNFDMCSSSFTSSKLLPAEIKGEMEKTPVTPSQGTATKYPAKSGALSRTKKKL
Kir21 inh: inhibitors of mouse Kir2.1 inward-rectifier potassium channel. HEK293-Kir2.1, FluxOR thallium flux fluorescence; active compounds read low. B-score at 10 µM. hit rate 0.85% among 310,000. AID 1672, 2009;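 active = fluorescence ratio B-score at or below minus 3 SD of library scores, with starting-brightness B-score within 2 SD, cut at about -4.2 in these data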;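 also: channel flux triggered by added potassium and thallium sulfate stimulus; B-score of peak minus minimum fluorescence over baseline after thallium stimulus; more negative B-score means stronger Kir2.1 block with less thallium influx; some compounds called inactive have numbers as strong as hits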
Target sequence (P35561 whole entry, looked up): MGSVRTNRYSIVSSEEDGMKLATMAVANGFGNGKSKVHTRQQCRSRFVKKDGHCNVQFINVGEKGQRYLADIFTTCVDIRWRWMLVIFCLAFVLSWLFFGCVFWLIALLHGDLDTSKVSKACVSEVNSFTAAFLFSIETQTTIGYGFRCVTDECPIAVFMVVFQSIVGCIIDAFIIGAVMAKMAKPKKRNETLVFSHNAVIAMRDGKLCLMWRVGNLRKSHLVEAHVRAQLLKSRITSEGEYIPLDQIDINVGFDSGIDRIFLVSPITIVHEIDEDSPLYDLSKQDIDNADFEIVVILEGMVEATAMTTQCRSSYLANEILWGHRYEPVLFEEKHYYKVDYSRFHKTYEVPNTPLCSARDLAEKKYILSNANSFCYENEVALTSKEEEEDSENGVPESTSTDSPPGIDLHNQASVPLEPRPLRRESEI
* = called active by the depositor; / = no result given.

SMILES	STK33 kinase inh	Kir21 inh
CC(=O)c1ccc(N2C(=O)[C@@H]3C(CCC(N)=O)NC4(C(=O)Nc5c4ccc(Cl)c5C)[C@@H]3C2=O)cc1 (stereo not given in full)	-1.7	0.79
Cc1[nH]nc2c1C(c1ccco1)C(C#N)=C(N)O2 (stereo not given)	0.2	-2.2
CCCc1nnc(NC(=O)Nc2ccc(OC)cc2)s1	0.4	0.97
CCN1CCN(c2cc(C(C)C)nc3c(-c4ccccc4)c(C)nn23)CC1	-2.0	-8.1*
COc1cccc(-c2noc(C(C)n3nc(C)c([N+](=O)[O-])c3C)n2)c1 (stereo not given)	-0.1	1.2
Cc1cc(NS(=O)(=O)c2ccc(NS(=O)(=O)c3ccc(Br)cc3)cc2)no1	-3.0	1.4
CCCCOc1ccc(C(=O)Nn2c(-c3cccs3)nc3ccccc3c2=O)cc1	-2.9	0.31
COc1ccc(CN2CCNC(=O)C2CC(=O)NCCSc2nccn2C)cc1OC (stereo not given)	-1.6	0.9
Cc1cc(=O)oc2cc(OCc3cc4c(cc3Cl)OCO4)ccc12	-1.1	0.11
CC(C)C[C@H](NC(=O)c1[nH]cnc1C(=O)Nc1ccc(Cl)cc1)C(=O)OC(C)(C)C	-0.8	-1.2
CN(C(=O)COC(=O)CCCc1c[nH]c2ccccc12)c1c(N)n(Cc2ccccc2)c(=O)[nH]c1=O	0.6	/
O=C(Nc1ccccc1)Nc1cccc(C(F)(F)F)c1	-1.8	0.38
CCC(C)(C)NC(=O)C(c1ccc(OC)cc1)N(C(=O)CCC(=O)Nc1cc(C)on1)c1cccc(OC)c1 (stereo not given)	-0.1	-0.04
CCOc1ccc(OCCC(=O)OCC(=O)NCCc2ccc(S(N)(=O)=O)cc2)cc1	-0.1	/
C/C(=N\N(Cc1ccccc1)c1ccccc1)c1ccncc1	1.1	-4.1
COc1ccc(OC)c(NC(=O)CN2CCc3ccccc3C2)c1	-0.7	0.59
Cc1cc(-n2c(SCc3ccccc3F)nc3n[nH]c(C)c3c2=N)ccc1Cl	-0.2	0.06
COc1ccccc1N(C(=O)CNC(=O)c1ccco1)C(C(=O)NC1CCCCC1)c1ccncc1 (stereo not given)	-0.9	-0.15
Cc1ccc(OCc2nnc(N)s2)cc1C	-0.2	-1.3
COc1ccc(C(=O)N2CCN(C(=O)c3ccco3)CC2)cc1OC	-1.7	0.07
COc1ccc(C2NC(=O)NC(C)=C2C(=O)OC2CCC(C)CC2)cc1 (stereo not given)	-0.9	-0.33
O=C(Cn1cccc1C(=O)c1ccccc1)NCc1cccnc1	-1.2	0.68
CCn1cc(C(=O)NCCCN2CCCC2)c(=O)c2cc(S(=O)(=O)N3CCc4ccccc4C3)ccc21	-0.1	-0.55
CCOC(=O)C1CCN(S(=O)(=O)c2c(Cl)ccc3nonc23)CC1	0.2	-1.1
COc1ccccc1NC(=O)CC(NCc1ccccc1)C(=O)O (stereo not given)	1.3	0.03
CCC(C)NC(=S)NNC(=O)c1ccncc1 (stereo not given)	-1.4	0
C[C@H]1CN=C(N(C)C)N1CCCC1CCCCC1	-3.4	/
CCO[C@H]1OC(C(=O)N2CCN(Cc3ccc4c(c3)OCO4)CC2)=C[C@@H](c2csc3ccccc23)[C@@H]1CCCO	-0.2	-0.68
CN=C(Nc1cc(C)nn1CCC#N)c1ccccc1F	-0.8	-1.6
O=C(c1cc2n(n1)C(C(F)(F)F)CC(c1ccc(F)cc1)N2)N1CCCC1 (stereo not given)	-1.1	3.1

An excerpt from above in order of the Kir21 inh value, largest number first.
Molecule,Kir21 inh
O=C(c1cc2n(n1)C(C(F)(F)F)CC(c1ccc(F)cc1)N2)N1CCCC1 (stereo not given),3.1
COc1ccc(C(=O)N2CCN(C(=O)c3ccco3)CC2)cc1OC,0.07
Cc1cc(-n2c(SCc3ccccc3F)nc3n[nH]c(C)c3c2=N)ccc1Cl,0.06
COc1ccc(C2NC(=O)NC(C)=C2C(=O)OC2CCC(C)CC2)cc1 (stereo not given),-0.33
Cc1ccc(OCc2nnc(N)s2)cc1C,-1.3

Next part.
SMILES	STK33 kinase inh	Kir21 inh
O=C(O)CCC(=O)N1CCN(S(=O)(=O)c2cccs2)CC1	-1.0	0.09
O=C(Cn1c(NCCCO)nc2ccccc21)c1ccc(Cl)cc1Cl	-1.3	0.88
O=C(NCc1cccc(Cl)c1)c1ccncc1	-0.6	1.4
O=[N+]([O-])c1ccc(S(=O)(=O)Nc2ccc(-c3ccc(N4CCOCC4)nn3)cc2)cc1	/	0.75
Cc1nc(-c2ccc(-n3nncc3-c3ccco3)cc2)cs1	0.2	2
Cc1cc(/C=C2\C(=N)N3N=C(CC(=O)N4CCOCC4)SC3=NC2=O)c(C)n1-c1ccccc1	-1.4	-0.19
C/C(N)=C(/C#N)C(=O)CSc1nc2ccccc2[nH]1	2.3	-0.48
Cc1cc(OCC(=O)NCCc2cccc(F)c2)c2c(C)cc(=O)oc2c1	1.0	1.1
COc1ccc(NC(=O)C(CCSC)NC(N)=O)cc1NS(=O)(=O)c1ccc(F)cc1 (stereo not given)	-1.2	0.01
Cc1ccc(S(=O)(=O)NCCSCc2ccco2)cc1	-0.5	-0.25
CC(=O)Nc1ccc(N=Cc2c(O)ccc3ccccc23)cc1	-2.3	0.87
COc1ccc(/C=C2/C(=N)N3N=C(CC(=O)N4CCCC4)SC3=NC2=O)cc1OC	-0.5	1.2
CCOC1(C(F)(F)F)NC(=O)N(Cc2ccc(OC)cc2)C1=O (stereo not given)	-1.0	-1.8
COc1cccc(N2CC(O)=C(c3nc4ccccc4s3)C2=N)c1	0.4	-0.04
CC(=O)c1c(C)[nH]c(C(=O)CSc2nnc(-c3ccco3)n2Cc2ccccc2)c1C	-0.5	0.01
COc1ccc(C(=O)O)cc1S(=O)(=O)Nc1ccc2cn[nH]c2c1	-0.6	/
Cc1cccc(C)c1NC(=O)C1(N2C(=O)CC2c2ccccc2)CCCCC1 (stereo not given)	-0.5	-0.81
O=C(NC12CC3CC(CC(C3)C1)C2)N1CCN(c2ncccn2)CC1	/	1.9
O=C(N/N=C/c1ccc(Br)cc1)c1ccc(Br)o1	-0.9	0.87
CCCOc1ccc(/C(O)=C2\C(=O)C(=O)N(c3ccccn3)C2c2ccccc2F)cc1C (stereo not given)	-0.7	0.96
CCCN(CCC)S(=O)(=O)c1ccc(C(=O)Nc2nc3c(s2)CCc2ccccc2-3)cc1	-0.6	-1.2
O=C(Nc1ccccc1)Nc1ccc(Oc2cccnc2)nc1	-0.4	-1.6
CCC(=O)Nc1ccc(Cl)c(NC(=S)NC(=O)COc2ccccc2)c1	0.8	1.6
C/C(=N\OCC(=O)NC12CC3CC(CC(C3)C1)C2)c1cc2ccccc2o1	-2.0	0.13
O=c1c2ccccc2[nH]c(=S)n1CCCN1CCN(c2ccccc2F)CC1	-1.7	1.2
CCOC(=O)c1ccc(NCc2ccncc2)cc1	16	0.83
COc1cccc(NC2C=CS(=O)(=O)C2)c1 (stereo not given)	-1.1	-2.2
CCC(=O)NC(C)C(c1cccs1)N1CCN(Cc2ccccc2)CC1 (stereo not given)	-1.3	0.75
Cc1cc(N2C(=O)C(O)=C(C(=O)c3cc4ccccc4o3)C2c2cccc(Cl)c2)no1 (stereo not given)	-1.2	1.1
COc1ccccc1N1CCN(CC(=O)c2ccc(F)cc2)CC1	-1.8	-0.43

Entries listed so far printed as active in Kir21 inh.
SMILES	STK33 kinase inh	Kir21 inh
CCN1CCN(c2cc(C(C)C)nc3c(-c4ccccc4)c(C)nn23)CC1	-2.0	-8.1*

Continuation:
SMILES	STK33 kinase inh	Kir21 inh
CCc1ccc(-c2nc(CN3CCC(C(=O)NCCc4ccc(OC)c(OC)c4)CC3)c(C)o2)cc1	0.9	-1.4
CC(Oc1ccccc1F)c1nnc(SCC(=O)NCc2ccc3c(c2)OCO3)o1 (stereo not given)	-0.5	/
Cc1ccc(NC(=O)c2sc3ccccc3c2Cl)nc1	1.9	0.05
COc1cc(C(=O)NNC(=O)CNC(=O)C2CCCCC2)ccc1OC(C)C	0.2	/
CCOc1cc(CN2CCCCCC2)ccc1OC	-0.5	0.32
CC(=O)c1ccc(NC(=O)CCNS(=O)(=O)c2cccc3nonc23)cc1	0.3	-0.81
COc1ccccc1CNC(=O)C1CC2Cn3c(nc4cc(C)c(C)cc43)C2N1C (stereo not given)	-1.6	-1.3
CC(C)(C)NS(=O)(=O)c1ccc(NC(=S)NC(=O)C2CC2)cc1	0.1	0.2
O=C(/C=C/c1ccccc1)NCCSCc1ccc(Cl)cc1	-6.5	-0.18
COc1ccc(OC)c(/C=C/C(=O)OCC(=O)Nc2ccc(Cl)c(S(=O)(=O)N(C)C)c2)c1	-1.7	-0.43
CN(C)S(=O)(=O)c1cc(NC(=O)COC(=O)CCc2ccccc2)ccc1Cl	-0.9	-1
O=C(Nc1ccn(Cc2ccccc2F)n1)c1ccc(COc2cccc(Br)c2)cc1	-1.3	1
Cc1cc(C)c(OCC(=O)NCC(c2ccco2)N2CCCCC2)c(C)c1 (stereo not given)	-0.9	/
COc1cc(OC)c(N2CC34C=CC(O3)C(C(=O)O)C4C2=O)cc1Cl (stereo not given)	-1.7	0.5
CCc1nnc(NC(=O)/C=C/c2ccco2)s1	0.7	-0.03
CC1CCCC(C)N1C(=O)c1cc(F)c(F)cc1Cl (stereo not given)	-2.2	-0.03
CC(=O)Nc1ncc(N=Nc2cccc(C(F)(F)F)c2)s1	-0.7	1.1
O=C(Cc1cccs1)N(c1ccc(Br)cc1)C1C=CS(=O)(=O)C1 (stereo not given)	4.0	0.78
COc1cc(C(=O)Nc2ccc(C(C)=O)cc2)c(Br)c(OC)c1OC	-0.7	-2.3
COC(=O)[C@]1(C)N[C@H](CN(C)C(=O)Nc2ccc(C)cc2)[C@@H]2C(=O)N(Cc3ccccc3)C(=O)[C@@H]21	-0.9	/
Cc1nn2c(NCCCn3ccnc3)cc(C(C)C)nc2c1-c1ccccc1	1.0	-5*
Cn1ccnc1SCC(=O)c1cc2ccccc2o1	-1.7	0.3
CCOc1cc(S(=O)(=O)NC2CC(C)(C)NC(C)(C)C2)ccc1F	0.0	0.02
Cc1nc2sc(C(c3ccco3)N3CCN(c4ccccc4F)CC3)c(O)n2n1 (stereo not given)	-0.9	-0.01
Cc1ccc(NC(=O)COC(=O)C(NS(=O)(=O)c2ccc(Cl)cc2)C(C)O)c(Br)c1 (stereo not given)	-1.8	-0.66
CCOCCCNCC(=O)NC1(C)C2CCC(C2)C1(C)C (stereo not given)	0.7	0.03
O=C(Nc1ccc(Br)c2ccccc12)c1ccc2ccccc2c1O	-1.1	0.37
O=C(CN(C(=O)c1ccccc1Cl)C1CCCCC1)Nc1ccc(Cl)c([N+](=O)[O-])c1	7.3	-0.37
Cc1ccc2nc3c(c(Nc4ccccc4)c2c1)CCC3	-0.7	-4.4*
Cc1ccc(-c2ccc(CCC(=O)O)n2-c2cccc(C(=O)O)c2)cc1	-1.6	0.05
N=c1oc2ccc(Br)cc2cc1C(=O)NCc1ccc(F)cc1	-1.8	-0.71
CCSc1nc(C2CC2)cc(-c2cccs2)c1C#N	-0.9	-0.29
CC(C)C(NS(=O)(=O)c1cccs1)C(=O)Nc1nc(C(C)(C)C)cs1 (stereo not given)	0.2	0.02
COC(=O)c1ccccc1NC(=O)CN(CCc1ccccc1)S(C)(=O)=O	-2.4	0.1
Cc1ccc(NC(=O)CSc2nnc(-c3cccnc3)o2)c(C)c1	/	0.01
CC(=O)/C=C/c1ccc2ccccc2n1	-0.4	-4.8*
COc1ccccc1CNc1ccc2nnc(CCNC(=O)c3ccc(C)cc3)n2n1	-2.7	-0.05
COc1ccc(C(C)=O)cc1CN1C(=O)NC(CC(C)C)C1=O (stereo not given)	-0.8	-1.1
CC(=O)N1N=C(c2ccccc2)CC1c1cccc([N+](=O)[O-])c1 (stereo not given)	0.1	-0.32
CCC(C)[C@H](NC(=O)NCCCc1ccccc1)C(=O)OC (stereo not given in full)	-1.0	-0.9
CCCOc1ccc(C(C)=O)cc1CSCCC#N	-1.3	-1.7
O=C1c2ccccc2NC(c2cccc(F)c2)N1Cc1ccccc1 (stereo not given)	-3.5	-2.5
Cn1ccs/c1=N\C(=O)Nc1cccc(Cl)c1	1.2	0.56
CCC1CCCCN1C(=O)CSc1nnc(CNC(=O)c2ccco2)o1 (stereo not given)	-1.2	0.87
COc1cc2c(cc1OC)C(COc1ccc(F)cc1)N(C(C)=O)CC2 (stereo not given)	-2.1	0.25

Looked up by compound from the list above:
SMILES	STK33 kinase inh	Kir21 inh
COc1ccc(C(C)=O)cc1CN1C(=O)NC(CC(C)C)C1=O (stereo not given)	-0.8	-1.1
CC(C)C(NS(=O)(=O)c1cccs1)C(=O)Nc1nc(C(C)(C)C)cs1 (stereo not given)	0.2	0.02

Among those listed so far, these have a COOH group.
SMILES	STK33 kinase inh	Kir21 inh
COc1ccccc1NC(=O)CC(NCc1ccccc1)C(=O)O (stereo not given)	1.3	0.03
O=C(O)CCC(=O)N1CCN(S(=O)(=O)c2cccs2)CC1	-1.0	0.09
COc1ccc(C(=O)O)cc1S(=O)(=O)Nc1ccc2cn[nH]c2c1	-0.6	/
COc1cc(OC)c(N2CC34C=CC(O3)C(C(=O)O)C4C2=O)cc1Cl (stereo not given)	-1.7	0.5
Cc1ccc(-c2ccc(CCC(=O)O)n2-c2cccc(C(=O)O)c2)cc1	-1.6	0.05

The listing continues:
SMILES	STK33 kinase inh	Kir21 inh
O=C(/C(=C/O)N=Nc1ccccc1Cl)c1ccccc1	0.1	-0.58
COC(=O)c1ccccc1NC(=O)c1sc(=S)n(C)c1N	-0.8	1.7
COC(=O)C1=C(C)NC2=C(C(=O)c3ccccc32)C1c1ccc(-c2ccc(C(=O)O)cc2)o1 (stereo not given)	2.8	-2.1
CC1=C(C(N)=O)C(c2ccc(Br)cc2)n2nc(CCCO)nc2N1 (stereo not given)	0.8	-3.6
COc1ccc2cc(C#N)c(NC(C)C)nc2c1	-2.4	-0.35
COc1ccc(-c2onc3ccc(C(C)=O)cc23)cc1	0.4	-0.9

Screens deposited in PubChem by several laboratories.
